From PubChem BioAssay
b-catenin transl: modulators of beta-catenin nuclear translocation | HeLa beta-catenin nuclear translocation, immunofluorescence imaging | 190,000 compounds, 0.3% hits | nuclear translocation activity, % at 5 µM;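 active = nuclear translocation activity above 50% at 5 µM, with a well cell count of 50 or more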;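 also: per-cell ratio of nuclear to cytoplasmic median beta-catenin stain intensity; plate controls were DMSO negative control for no effect and GSK-3 inhibitor IX positive control for full effect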
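System: Human HeLa cells, endogenous beta-catenin | Compound dosing: 5 µM primary, 0.02–20 µM confirmation | Timing: 24 h compound exposure at 37°C, 5% CO2 | Measured by: Fluorescence imaging of beta-catenin antibody stain plus DAPI | Read-out basis: % activation of per-cell nuclear versus cytoplasmic median beta-catenin signal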
PMI inhibitors: inhibitors of human PMI, primary screen, biochemical, fluorescence intensity, coupled assay (AID 1209); purified PMI enzyme, coupled fluorescence intensity; higher % means a stronger effect; inhibition, % at 20 µM, or IC50 in µM where a hit was titrated; 190,000 compounds, 0.42% hits;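 also: plate controls were DMSO vehicle for no effect and wells lacking substrate for full effect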
Autophagy HCS: alters autophagy in cells; calls only at 10 µM (by protocol); MEF GFP-LC3 puncta imaging; test concentration mostly 10 µM; AID 463193; 190,000 compounds, 0.98% hits;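 active = percentage of spot-positive cells more than 3 SD above its plate mean, without a fluorescence outlier flag or 80% toxicity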;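 also: spot-positive cell cutoff set from DMSO-treated cells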
MT stabilize HCS: microtubule stabilizers in HeLa cells. HeLa tubulin immunostaining HCS, 24 h; share of cells brighter than vehicle mean+2SD. % tubulin-high responders, % at 10 µM. 200,000 compounds, 0.83% hits;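 active = plate Z-score above 3 for both tubulin-high and condensed-nucleus cell shares, with cell loss under 80%, at 10 µM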;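 also: anti alpha tubulin signal scored within the nucleus-defined area of each cell; some results filed as inactive read as strong as hits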
WT yeast gro inh: growth inhibition of WT yeast, mitochondrial fusion screen | mitochondrial fusion phenotypic screen, WT strain | inhibition, % at 10 µM | 190,000 compounds, 2.1% hits | AID 1362; in the data active = inhibition above about 58%; tested in S. cerevisiae
Yfh1-depleted yeast: enhancers of respiration in Yfh1-depleted yeast, dose response, Friedreich's ataxia, plus single-dose screen (AID 1465); fold induction at 50 µM, or EC50 in µM where a hit was titrated; S. cerevisiae Yfh1-off respiration, WST-1 reduction, 72 h; higher fold induction means a stronger effect; 220,000 compounds, 0.074% hits;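 active = fold induction of absorbance versus untreated yeast above a set limit, then at least 30% activation at any dose in follow-up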;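 also: activators that raise dye reduction in frataxin-depleted yeast; strong numbers were not always called active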
Ins promoter up: MIN6 insulin promoter up-regulation; z-score at 5 µM; 190,000 compounds, 0.3% hits; MIN6 insulin promoter-GFP reporter, high-content imaging; hits give high values; AID 1625;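 active = z-score above 3 at 5 µM with at least 500 cells counted in the well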
PMI inhibition: MPI inhibition at elevated mannose 6-phosphate – biochemical, fluorescence intensity, high mannose 6-phosphate, primary screen (AID 1220); recombinant PMI enzyme, coupled fluorescence intensity; higher % means a stronger effect; inhibition, % at 20 µM; hits with a dose series show IC50 in µM; 190,000 compounds, 0.66% hits
Dynein transport: dynein cargo transport inhibition; 3617.4 mouse cells, GR-EGFP nuclear translocation imaging; test concentration mostly 20 µM; stimulated with dexamethasone, 1 µM; hits give low values; z-score, hits read low; 220,000 compounds, 0.47% hits;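 active = plate z-score of nuclear minus cytoplasmic receptor signal below a set negative limit, without overly bright fluorescence or cell loss, cut at about -3.5 in these data, passing the limit was not always enough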;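 also: z-score of nuclear minus cytoplasmic ring GR-EGFP intensity difference per well; some compounds called inactive have numbers as strong as hits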
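Buffer or medium: tet-free, stripped-serum medium; Also added: dexamethasone, 1.0 µM final; Technique: high-content fluorescence imaging after fixation; Times: 48 h induction, 1 h compound, 30 min dex at 37 °C; Read-out: per-cell GR-EGFP intensity, nucleus versus surrounding cytoplasmic ring, well-averaged.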
WT yeast gro inh mutant strain: further read-out of WT yeast gro inh, marked with its call; inhibition, %; mitochondrial fusion phenotypic screen, mutant strain inhibition
Dynein transport cytoplasmic EGFP: also measured in Dynein transport; calls as there; z-score; measured here: cytoplasmic GR-EGFP intensity; hits give high values
Dynein transport nuclear GR-EGFP: also measured in Dynein transport; calls as there; z-score; measured here: nuclear GR-EGFP intensity;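 lower value marks the stronger effect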
Dynein transport cell count: further read-out of Dynein transport, marked with its call; z-score; measured here: cell count per field
Ins promoter up cell count: second read-out of Ins promoter up, no call of its own (marks repeat the call); cell count; measured here: cytotoxicity, nuclei count;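 total cells summed across four imaged fields per well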
b-catenin transl cell count 5 µM: second read-out of b-catenin transl, no call of its own (marks repeat the call); cell count; measured here: cell count, cytotoxicity flag
MT stabilize HCS Hoechst-high %: also measured in MT stabilize HCS; calls as there; % Hoechst-high responders; measured here: nuclear condensation Hoechst responders;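 share of cells brighter than vehicle mean plus two SD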
MT stabilize HCS cytotoxicity %: recorded beside MT stabilize HCS, whose call it bears; toxicity, %; measured here: cytotoxicity by cell density;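 0% = mean cell density of plate MIN control wells and 100% = no cells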
Autophagy HCS cell loss 18 h: second read-out of Autophagy HCS, no call of its own (marks repeat the call); toxicity, %; measured here: cell loss, nuclei count;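 cell loss after 18 h compound exposure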
Numbers without * were called inactive; i = inactive; x = not tested or not shown. Rule as the data show it, unless noted: active = inhibition above about 50%; inactive = the rest.

SMILES | b-catenin transl | b-catenin transl cell count 5 µM | PMI inhibitors | Autophagy HCS | Autophagy HCS cell loss 18 h | MT stabilize HCS | MT stabilize HCS Hoechst-high % | MT stabilize HCS cytotoxicity % | WT yeast gro inh | WT yeast gro inh mutant strain | Yfh1-depleted yeast | Ins promoter up | Ins promoter up cell count | PMI inhibition | Dynein transport | Dynein transport cytoplasmic EGFP | Dynein transport nuclear GR-EGFP | Dynein transport cell count
CSc1ncc(OCc2ccccc2)c(=O)[nH]1 | -3.2 | 1163 | x | x | x | x | x | x | x | x | i | 0.23 | 1390 | x | -1.1 | -0.19 | -0.47 | 0.22
Cc1ccc(N2C(=O)C3CCC(C)(C2=O)C3(C)C)cc1 (stereo unspecified) | -0.3 | 1351 | x | x | x | x | x | x | x | x | i | -0.01 | 1095 | x | -1 | -0.18 | -0.46 | 1
Cc1cc(C)n2ncc(C(=O)NCc3ccccc3)c2n1 | x | x | -1% | i | 6 | 1.2 | 1.4 | 11 | 19 | 26 | i | 0.62 | 902 | -2% | 0.22 | 0.11 | 0.49 | -0.28
Cc1ccc(C)c(/C=C(\C(=O)O)c2ccc(S(=O)(=O)N3CCCCC3)s2)c1 | 0.7 | 1035 | -46% | i | -10 | 5.2 | 2.7 | 11 | -8 | -2 | i | 0.21 | 1160 | -41% | -0.37 | -0.26 | 0.55 | -0.82
C=CCn1c(=O)c(C(=O)Nc2ccccc2C(=O)OCC)c(O)c2ccccc21 | -1.3 | 1067 | 11% | i | -5 | 2.6 | 1.9 | 6.2 | -2 | 1 | i | 0.3 | 1881 | 13% | -0.58 | 0.064 | -0.021 | 1.1
O=C(N/N=C/c1ccncc1)c1cc([N+](=O)[O-])cc([N+](=O)[O-])c1O | -1.7 | 1443 | -13% | i | 2 | 2.7 | 1.5 | 4.5 | -13 | -14 | x | 0.34 | 1586 | -7% | 3.6 | -0.22 | 1.1 | -1.1
Cc1cnc(C(=O)Nc2ccc(C(=O)N3CCCCC3)cc2)cn1 | 1.3 | 1463 | 4% | i | 9 | 2.2 | 1.7 | 4.8 | 4 | 7 | i | 0.07 | 1445 | 10% | -0.41 | -0.18 | -0.43 | 0.65
COc1ccc(-c2cc(C(=O)Nc3c(C)n(C)n(-c4ccccc4)c3=O)no2)cc1 | x | x | -12% | i | 15 | 1.7 | 1.4 | 2.5 | 4 | 3 | i | -0.15 | 1014 | -4% | -0.13 | -0.28 | -0.091 | 0.41
Cc1cc(NS(=O)(=O)c2ccc(NC(=O)CCCOc3ccccc3)cc2)no1 | -1.1 | 1144 | 1% | i | 12 | 2.8 | 1.9 | 8.9 | 17 | 12 | i | 0.37 | 1084 | 4% | 2.9 | -0.089 | 1.5 | -1.8
O=C(NC1CCCCC1)C(c1ccco1)N(Cc1cccnc1)C(=O)C1COc2ccccc2O1 (stereo unspecified) | -1.0 | 1084 | 6% | i | -9 | 4.2 | 2.5 | 6.4 | 16 | 2 | i | 0.78 | 1851 | 4% | 0.89 | -0.13 | 0.46 | -0.43
C=CCn1c(O)c(N=NC(=O)C(O)c2ccccc2)c2ccccc21 (stereo unspecified) | -1.4 | 1392 | x | x | x | x | x | x | x | x | i | 0.06 | 996 | x | -0.15 | -0.17 | 0.086 | 0.8
CCN(CC)S(=O)(=O)N1CCC(C(=O)NCCN2CCOCC2)CC1 | -2.7 | 847 | -7% | i | 19 | 3.6 | 2.7 | 4.2 | -16 | -23 | i | 0.01 | 1385 | -5% | -0.45 | -0.31 | -0.069 | 0.34
O=C(COc1ccc(Br)cc1Cl)NC(=O)NCc1ccccc1 | x | x | 6% | i | -4 | 2.5 | 2.3 | 0.4 | 3 | -17 | i | -0.2 | 1295 | 5% | 0.37 | -0.28 | -0.15 | -0.48
Cc1ncoc1C(=O)Nc1cccc(Cl)c1C | -0.5 | 1019 | -11% | i | -4 | 2.9 | 2.5 | 4.8 | 4 | 17 | i | 0.33 | 1889 | -8% | -0.23 | -0.26 | -0.19 | 0.91
c1cc(-c2nnc3sc(C4CCCCC4)nn23)ccn1 | -5.7 | 943 | -11% | i | -9 | 4.5 | 2.1 | 3.0 | 1 | 12 | i | -1 | 986 | -2% | 0.94 | -0.15 | 1.1 | 0.23
CC(C)C[C@H]1C(=O)N2CCC[C@H]2[C@]2(O)O[C@](NC(=O)[C@@H]3C=C4c5cccc6[nH]c(Br)c(c56)CC4N(C)C3)(C(C)C)C(=O)N12 (stereo partly specified) | x | x | -3% | i | 24 | 1.9 | 2.0 | 4.4 | 3 | 1 | i | x | x | 14% | -0.55 | -0.15 | 0.25 | 0.17
Cc1ccc(NC(NC(=O)c2cccs2)C(Cl)(Cl)Cl)cc1C (stereo unspecified) | -0.5 | 1399 | 25% | i | -14 | 2.0 | 1.6 | 4.2 | 37 | 20 | i | 0.43 | 1682 | 24% | -1.3 | -0.12 | -0.69 | 1.5
CCN(C(=O)c1c(-c2ccccc2)noc1C)c1ccccc1 | 0.2 | 1004 | 18% | i | -6 | 3.0 | 2.3 | 7.0 | 8 | 9 | i | -0.42 | 1277 | 15% | 0.56 | -0.26 | 0.19 | 0.53
COc1ccc(-c2cnc(SCC(=O)Nc3cc(C)on3)n2Cc2ccco2)cc1 | 2.6 | 1191 | 6% | i | 2 | 3.1 | 2.1 | 0.7 | 8 | 18 | x | -1.2 | 1300 | 2% | -0.52 | -0.21 | -0.32 | 0.51
Cc1oc(-c2cccc(Cl)c2)nc1CN1CCC(C(=O)NCc2ccco2)CC1 | -1.3 | 866 | 5% | i | 3 | 1.6 | 1.8 | 12 | -11 | 16 | i | -0.52 | 1256 | 4% | -0.6 | -0.16 | -0.22 | 0.98

Individual results from above:
Dynein transport cytoplasmic EGFP, c1cc(-c2nnc3sc(C4CCCCC4)nn23)ccn1 : -0.15
Autophagy HCS cell loss 18 h, Cc1oc(-c2cccc(Cl)c2)nc1CN1CCC(C(=O)NCc2ccco2)CC1 : 3

Remaining list, next part
SMILES | b-catenin transl | b-catenin transl cell count 5 µM | PMI inhibitors | Autophagy HCS | Autophagy HCS cell loss 18 h | MT stabilize HCS | MT stabilize HCS Hoechst-high % | MT stabilize HCS cytotoxicity % | WT yeast gro inh | WT yeast gro inh mutant strain | Yfh1-depleted yeast | Ins promoter up | Ins promoter up cell count | PMI inhibition | Dynein transport | Dynein transport cytoplasmic EGFP | Dynein transport nuclear GR-EGFP | Dynein transport cell count
CCc1cc(/C(Cc2cscn2)=N\O)c(O)cc1O | -2.2 | 951 | 6% | i | 0 | 1.0 | 1.2 | 2.6 | 4 | 0 | i | 0.28 | 992 | 4% | 0.38 | -0.26 | 0.86 | 0.11
CCNC(=O)CN(c1ccc(Cl)cc1)S(=O)(=O)c1ccccc1 | -4.4 | 1280 | 10% | i | 7 | 2.8 | 2.0 | 7.9 | -9 | 2 | i | 0.7 | 905 | 7% | 0.6 | -0.34 | 0.38 | -0.69
COc1ccc(/C=N/NC(=O)c2cccc(NC(=O)c3ccccc3)c2)c(C(=O)O)c1OC | -0.3 | 1011 | 2% | i | -4 | 1.7 | 2.5 | 4.7 | -14 | -1 | i | x | x | -6% | -0.41 | -0.18 | -0.41 | 0.24
C=CCNC(=O)C(=O)c1cccn1-c1ccsc1C(=O)OC | x | x | -6% | i | -2 | 1.1 | 1.5 | 19 | -28 | -19 | i | -0.22 | 912 | 8% | -0.68 | 0.38 | -0.45 | 0.14
Cn1c(=O)c2c(nc(CN3CCOCC3)n2CC(=O)c2ccccc2)n(C)c1=O | x | x | x | i | -11 | 3.1 | 1.2 | 2.6 | x | x | i | x | x | x | 0.068 | -0.2 | -0.091 | 0.42
CC(=O)OCc1c(C(F)(F)F)nn(C)c1Oc1cccc(C(F)(F)F)c1 | 0.0 | 1307 | 15% | i | -5 | 1.4 | 1.3 | 6.6 | -8 | -6 | i | 0.26 | 1629 | 6% | -0.32 | -0.22 | -0.48 | 0.2
O=S(=O)([N-]c1nc2ccccc2nc1-n1cc[n+](Cc2ccccc2)c1)c1ccccc1 | 0.1 | 1303 | x | x | x | x | x | x | x | x | i | 0.64 | 1054 | x | -0.67 | -0.08 | 0.098 | 1
O=c1c(Cl)c(Cl)cnn1-c1ccccc1 | 7.5 | 820 | 4% | i | 67 | 3.8 | 4.4 | 3.7 | 3 | -5 | i | -1.9 | 540 | -4% | -4.6* | 1.1* | -2.7* | -1.2*
Cc1ccc(NC(=O)c2ccc([N+](=O)[O-])o2)cc1C | 2.5 | 1060 | 2% | i | 20 | 5.4 | 3.1 | 10 | 54 | 58 | i | -1.7 | 953 | 4% | -1 | -0.13 | -0.51 | 0.44
CCc1nc2sc3ccccc3c(=O)c2c(=O)n1Cc1ccco1 | x | x | -17% | i | 0 | 3.2 | 1.5 | 3.1 | -5 | -20 | i | x | x | -17% | -1.2 | 0.011 | 0.1 | -0.013
COc1ccccc1N(CC(=O)NCc1ccccc1)C(=O)CCC(=O)Nc1ccccn1 | 0.4 | 1023 | 10% | i | -4 | 3.9 | 2.3 | 5.5 | 15 | 0 | i | 0.33 | 1224 | 15% | 0.67 | -0.25 | 0.21 | 0.7
Cc1ccc(-n2c(CSc3nc(C)cc(C)n3)nnc2SCC(=O)NCc2ccco2)cc1 | -1.0 | 1288 | -11% | i | -20 | 2.7 | 2.5 | 11 | 8 | 4 | i | 0.87 | 1383 | -6% | -0.63 | 0.68 | -0.06 | 0.74
COc1ccc(Cl)cc1NC(=O)NC1CCCCC1 | x | x | -1% | i | -1 | 1.0 | 1.7 | 3.2 | 8 | 12 | i | x | x | -2% | 0.026 | -0.42 | -0.28 | 0.34
